WT yeast gro inh = growth inhibition of WT strain, primary screen, mitochondrial fusion inhibitor project, WT and mutant strains, chemical genetic. actives 2.1% (n = 190,000). inhibition, % at 10 µM. mitochondrial fusion phenotypic screen; in the data active means inhibition above about 58%; tested in S. cerevisiae
b-catenin transl = modulators of beta-catenin nuclear translocation, primary screen, imaging, HeLa cells, immunofluorescence, high-content; nuclear translocation activity, % at 5 µM; actives 0.3% (n = 190,000); AID 1665, 2009;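 active means nuclear translocation activity above 50% at 5 µM, with a well cell count of 50 or more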;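 further: per-cell ratio of nuclear to cytoplasmic median beta-catenin stain intensity; plate controls were DMSO negative control for no effect and GSK-3 inhibitor IX positive control for full effect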
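Test system: HeLa cells, endogenous beta-catenin; Compound: single 5 µM dose plus 0.02–20 µM confirmation series; Times: compound exposure 24 h at 37°C; Signal: fluorescence imaging of beta-catenin antibody stain plus DAPI; Read-out: % activation, nuclear-to-cytoplasmic median beta-catenin signal ratio per cell.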
Dynein cargo inh = inhibitors of GR-EGFP nuclear translocation, primary screen, dynein cargo transport inhibitor project, imaging, high-content, 3617.4 mouse cells. test concentration mostly 20 µM; stimulated with dexamethasone, 1 µM; stronger effect = lower value. z-score, hits read low. actives 0.47% (n = 220,000). AID 1381, 2008;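 active means plate z-score of nuclear minus cytoplasmic receptor signal below a set negative limit, without overly bright fluorescence or cell loss, cut at about -3.5 in these data, passing the limit was not always enough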;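 further: z-score of nuclear minus cytoplasmic ring GR-EGFP intensity difference per well; some compounds called inactive have numbers as strong as hits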
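Schedule: 48 h induction, then 1 h compound, then 30 min agonist, 37 °C. Buffer or medium: tetracycline-free induction medium containing charcoal-stripped FBS. Reagent: 1.0 µM final dexamethasone stimulus. Evaluation: nuclear versus cytoplasmic GR-EGFP signal, averaged per well. Signal: high-content fluorescence imaging after fixation.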
Lipid droplet = inhibitors of hepatocyte lipid droplet formation, primary screen, imaging, high-throughput imaging, BODIPY stain; AML12 mouse hepatocytes, oleate lipid droplets; inhibition, % at 6.5 µM; actives 0.4% (n = 240,000);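 active means lipid droplet intensity inhibited by at least 50%, with more than 500 cells counted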
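Material: mouse AML12 hepatocyte cell line, fixed after treatment; Timing: compound with oleate, overnight; Technique: high-content imaging of BODIPY-stained droplets and DAPI nuclei; Probe or stimulus: oleate, 100 µM final; Dosing: compound at 6.5 µM only.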
Yfh1-depleted yeast = enhancers of respiration in Yfh1-depleted yeast, dose response, Friedreich's ataxia, plus single-dose screen (AID 1465) | S. cerevisiae Yfh1-off respiration, WST-1 reduction, 72 h; higher fold induction means a stronger effect | one-dose fold induction at 50 µM; EC50 in µM for titrated hits | actives 0.074% (n = 220,000);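 active means fold induction of absorbance versus untreated yeast above a set limit, then at least 30% activation at any dose in follow-up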;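 further: activators that raise dye reduction in frataxin-depleted yeast; strong numbers were not always called active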
Insulin prom up = insulin promoter activators in MIN6 cells, imaging, high-content screening, mouse beta cells; actives 0.3% (n = 190,000); z-score at 5 µM; MIN6 insulin promoter-GFP reporter; stronger effect = higher value;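 active means z-score above 3 at 5 µM with at least 500 cells counted in the well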
NOD2 inhibition = NOD2 signaling inhibitors, cell-based, luminescence, uHTS, HEK293 (AID 1566). HEK293 NOD2/NF-kB luciferase reporter, luminescence; higher % means a stronger effect. inhibition, % at 4 µM; hits with a dose series show EC50 in µM. actives 0.63% (n = 290,000); in the data active means inhibition above about 50%; further: many of its hits are not listed in these tables
Autophagy mod = autophagy modulators in MEF cells, primary screen, imaging, high-content, MEF GFP-LC3 | MEF GFP-LC3 puncta imaging; test concentration mostly 10 µM | calls only at 10 µM (by protocol) | actives 0.98% (n = 190,000) | AID 463193, 2010;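 active means percentage of spot-positive cells more than 3 SD above its plate mean, without a fluorescence outlier flag or 80% toxicity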;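 further: spot-positive cell cutoff set from DMSO-treated cells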
MT stabilizer = microtubule stabilizers in HeLa cells, primary screen, imaging, high-content imaging; HeLa tubulin immunostaining HCS, 24 h; share of cells brighter than vehicle mean+2SD; % tubulin-high responders, % at 10 µM; actives 0.83% (n = 200,000); AID 2205, 2009;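 active means plate Z-score above 3 for both tubulin-high and condensed-nucleus cell shares, with cell loss under 80%, at 10 µM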;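 further: anti alpha tubulin signal scored within the nucleus-defined area of each cell; some results filed as inactive read as strong as hits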
WT yeast gro inh mutant strain = also measured in WT yeast gro inh; calls as there; inhibition, %; mitochondrial fusion phenotypic screen, mutant strain inhibition
Dynein cargo inh cytoplasmic EGFP = also measured in Dynein cargo inh; calls as there; z-score; measured here: cytoplasmic GR-EGFP intensity; stronger effect = higher value
Dynein cargo inh nuclear GR-EGFP = further read-out of Dynein cargo inh, marked with its call; z-score; measured here: nuclear GR-EGFP intensity;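 lower value marks the stronger effect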
Dynein cargo inh cell count = second read-out of Dynein cargo inh, no call of its own (marks repeat the call); z-score; measured here: cell count per field
Insulin prom up cell count = also measured in Insulin prom up; calls as there; cell count; measured here: cytotoxicity, nuclei count;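 total cells summed across four imaged fields per well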
Lipid droplet cells 6.5 µM = further read-out of Lipid droplet, marked with its call; cell count; measured here: cell count, cytotoxicity flag;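 cells counted across two imaged fields per well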
b-catenin transl cell count 5 µM = further read-out of b-catenin transl, marked with its call; cell count; measured here: cell count, cytotoxicity flag
MT stabilizer Hoechst-high % = recorded beside MT stabilizer, whose call it bears; % Hoechst-high responders; measured here: nuclear condensation Hoechst responders;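 share of cells brighter than vehicle mean plus two SD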
MT stabilizer cytotoxicity % = also measured in MT stabilizer; calls as there; toxicity, %; measured here: cytotoxicity by cell density;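 0% = mean cell density of plate MIN control wells and 100% = no cells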
Autophagy mod cell loss 18 h = second read-out of Autophagy mod, no call of its own (marks repeat the call); toxicity, %; measured here: cell loss, nuclei count;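 cell loss after 18 h compound exposure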
The depositor's hits bear a star; i = inactive; / = not tested or not shown. An excerpt (hit frequency here may not be typical).

SMILES	WT yeast gro inh	WT yeast gro inh mutant strain	b-catenin transl	b-catenin transl cell count 5 µM	Dynein cargo inh	Dynein cargo inh cytoplasmic EGFP	Dynein cargo inh nuclear GR-EGFP	Dynein cargo inh cell count	Lipid droplet	Lipid droplet cells 6.5 µM	Yfh1-depleted yeast	Insulin prom up	Insulin prom up cell count	NOD2 inhibition	Autophagy mod	Autophagy mod cell loss 18 h	MT stabilizer	MT stabilizer Hoechst-high %	MT stabilizer cytotoxicity %
Nc1nnc(SCc2ccc(Cl)cc2)s1	-9	-24	-0.3	1035	-1.1	-0.048	-0.37	-1	0	766	i	0.29	1219	-1%	i	-16	2.8	1.7	4.6
CCCC(=O)c1c(C)c2ccccc2n1C	-11	-7	1.7	716	-0.076	-0.14	-0.039	0.18	/	/	i	3*	1447*	-2%	i	0	1.6	2.2	5.5
Nc1nonc1C(=O)NCCNCc1c(OCc2ccccc2F)ccc2ccccc12	19	21	-2.9	1213	-0.66	-0.21	-0.35	0.48	-13	691	i	/	/	2%	i	9	3.1	2.2	4.5
CC(/C=N/NC(=O)c1ccncc1)=C\c1ccco1	2	0	2.1	1065	-0.18	-0.27	0.021	0.49	-14	725	i	-0.17	1260	8%	i	-3	3.2	2.0	5.3
O=C(COc1ccc(Nc2ccccc2)cc1)OCC(=O)N1CCCCC1	/	/	-1.9	1154	0.64	-0.26	0.2	0.25	-5	712	i	-0.25	1424	-6%	/	/	/	/	/
Cc1ccc(C)n1-c1nn(S(=O)(=O)c2cccc3cccnc23)c2cccc(F)c12	/	/	-0.1	1388	-0.8	-0.21	-0.023	0.42	-9	665	i	0.85	1090	-17%	/	/	/	/	/
O=C(Nc1ccncc1)c1cccs1	10	0	0.5	721	1	0.081	1	-1.2	/	/	i	-1.2	797	7%	i	4	6.0	2.5	6.8
CC(C1CC1)N(Cc1ccccc1)C(=S)Nc1ccccc1 (stereo not drawn)	21	-4	1.6	1070	-1.2	-0.18	-0.33	0.67	-23	697	i	-0.57	1166	8%	i	-2	2.8	2.3	12
COc1ccccc1N=Cc1nc(-c2ccccc2)oc1OC(C)=O	9	1	3.8	469	-3.5	1.2	-1.2	0.049	2	729	i	/	/	6%	i	0	1.1	2.0	6.0
Cn1nc(C(=O)N2CCCc3ccccc32)c2ccccc2c1=O	3	0	-1.7	1086	0.87	-0.34	0.46	0.67	-1	663	i	0.06	1293	10%	i	28	1.7	0.9	0.8
CCCCCC1CCC(c2n[nH]c(=S)n2C)CC1 (stereo not drawn)	65*	56*	-0.9	880	0.73	-0.23	1.1	-0.63	-14	703	i	0.79	1525	6%	i	4	1.3	1.3	9.5
Cc1ccc2c(c1)n([O-])c1c([n+]2=O)CCCC1	2	19	-0.5	1409	0.55	-0.21	0.69	0.38	/	/	i	-0.52	1639	4%	i	-25	3.9	2.4	10
O=C(NCc1ccc2c(c1)OCO2)c1ccc(-c2ccc(Cl)cc2)o1	69*	38*	-0.5	1189	-0.37	-0.19	-0.29	0.33	-20	787	i	0.37	1260	-20%	i	-1	2.3	2.0	2.8
Cc1ccc(C)c(Cc2c(C)nc(C)[nH]c2=O)c1	-7	-30	/	/	-0.33	-0.33	-0.39	0.66	-5	664	i	-0.24	1519	0%	i	0	4.6	2.4	6.5
CCN(CC)CCOc1c(Br)ccc2c1sc1nc3n(c(=O)c12)CCC3	10	7	-7.4	999	-0.84	-0.21	-0.49	0.29	/	/	i	-2.1	1044	-128%	i	7	2.7	3.3	6.4
CC(=O)OCc1c(F)c(F)c(-n2nc(C)cc2C)c(F)c1F	22	13	-3.4	1008	-0.27	-0.14	-0.13	0.49	/	/	i	0.43	1195	14%	i	0	1.8	1.3	12
O=C(NC1=NCCS1)NC12CC3CC(CC(C3)C1)C2	-1	65	-0.7	1025	-1.1	-0.25	-0.33	0.67	-6	635	i	-0.89	1787	0%	i	7	1.8	0.3	35
CC(NC(=O)C1CCC1)c1ccccc1 (stereo not drawn)	6	18	/	/	-0.12	-0.27	0.21	1.3	2	716	i	-0.2	1269	7%	i	2	2.4	3.1	11
CC(=O)Nc1ccc(/C=N/NS(=O)(=O)c2cc(C)ccc2C)cc1	/	/	0.0	1233	-1.1	-0.21	-0.65	0.94	6	702	i	0.32	1090	-5%	/	/	/	/	/
Cc1ccccc1NC(=S)NCc1cccs1	-9	6	-2.0	1131	0.01	-0.23	0.29	0.99	-4	737	i	0.34	909	-10%	i	-2	3.0	1.9	9.1
CCOc1cc(S(=O)(=O)N(CC)CC)c(OCC)cc1-n1cnnn1	8	-5	-1.8	1366	-0.41	-0.23	-0.9	-0.12	/	/	i	-0.39	1614	16%	i	-1	2.2	1.6	1.3
COc1ccc(C2c3c(oc4ccccc4c3=O)C(=O)N2c2ccccn2)cc1 (stereo not drawn)	6	6	/	/	-0.41	-0.22	-0.055	0.4	/	/	i	0.71	888	8%	i	5	3.9	4.4	2.6
Cc1cccc(SCC(=O)Nc2ccccc2[N+](=O)[O-])c1	14	19	1.2	949	-0.85	-0.18	-0.33	0.7	-2	733	i	-0.15	1549	6%	i	-43	2.5	2.2	1.8
Cc1cccc(C)c1OCC(=O)Nn1c(=O)[nH]c2ccccc2c1=O	-1	6	0.8	1499	0.45	-0.32	0.55	0.025	/	/	i	0.98	1474	40%	i	20	1.8	1.6	7.2
COc1ccccc1NC(=O)CN1CCN(c2ccccc2F)CC1	1	10	-1.8	1269	-0.23	-0.16	0.11	0.5	/	/	i	-0.17	1612	20%	i	10	3.3	1.9	8.4
COC(=O)c1[nH]c2cccc(C)c2c1NC(=O)CN1CCN(C(=O)c2ccco2)CC1	-1	-5	-0.7	868	-0.96	0.22	-0.44	1.2	/	/	i	0.24	1105	-8%	i	-3	1.3	2.3	8.1
CCc1nnc(NC(=O)CSc2nc(-c3ccccc3)nc3ccccc23)s1	-14	1	/	/	0.081	-0.27	-0.07	-0.3	-28	620	i	-0.18	1331	14%	i	12	4.1	2.2	6.5
COc1cnn(-c2ccccc2)c(=O)c1OC	/	/	-0.1	1252	0.018	-0.23	0.95	-0.32	2	708	i	0.1	1079	7%	/	/	/	/	/
Nc1cccc(Oc2ccc3c(c2)C(=O)N(CC2CCCO2)C3=O)c1 (stereo not drawn)	/	/	-2.6	1170	1.2	-0.26	0.56	-0.27	6	741	i	-0.64	1349	-45%	/	/	/	/	/
CCS(=O)(=O)c1nc(S(=O)(=O)c2ccc(Cl)cc2)c(NCCOC)s1	2	10	0.1	1077	1.2	-0.22	0.72	-0.15	-23	714	i	/	/	2%	i	22	3.4	1.9	1.1
NC(=O)c1sc2nc(-c3ccco3)ccc2c1N	2	-1	6.0	541	0.015	0.21	0.49	0.38	/	/	i	0.44	1621	-14%	i	-35	3.5	2.8	16
Cc1cc(C)c(C)c(S(=O)(=O)N2CCN(c3ccc(O)cc3)CC2)c1C	13	-19	-0.2	974	0.0019	-0.2	-0.022	-0.25	-5	695	i	0.01	1184	-18%	i	2	4.6	2.9	0.2
C[N+]12CCC(CC1)C(OC(=O)C(O)(c1ccccc1)c1ccccc1)C2 (stereo not drawn)	-6	0	/	/	0.11	-0.27	0.51	0.56	12	750	i	/	/	13%	i	17	2.0	1.8	6.8
CCOC(=O)c1cc2c(c(CSc3nc4ccccc4c(=O)n3Cc3ccco3)c1)OCOC2	3	4	/	/	-1.6	-0.24	-0.65	1.1	1	704	i	/	/	-1%	i	8	4.4	9.5	0.3
COc1ccc(NC(=O)CC2S/C(=N\c3nccs3)N(C)C2=O)cc1 (stereo not drawn)	3	-2	-0.3	1047	0.62	-0.27	-0.36	-0.1	0	751	i	0.08	1441	17%	i	-3	3.8	0.8	5.9
N#Cc1cn(CC(=O)N2CCc3ccccc3C2)c2ccccc12	13	-4	-0.6	566	-0.93	-0.27	-0.72	1.2	/	/	i	-0.63	1216	12%	i	-10	3.1	2.0	2.2
COc1cc(SC#N)ccc1N=Cc1c(C)[nH]n(-c2ccc(C)cc2C)c1=O	24	15	0.1	933	-0.7	-0.2	-0.14	0.13	-1	645	i	-0.92	1330	-3%	i	-17	1.7	1.6	6.8
COc1ccc2cc(C(c3nnnn3C(C)(C)C)N3CCc4ccccc4C3)c(=O)[nH]c2c1 (stereo not drawn)	4	5	0.8	1051	0.5	0.12	0.59	-0.68	-2	625	/	-5.1	605	0%	i	9	9.4	2.8	2.8

Exported with bars between the fields: part of the list above.
canonical_smiles | WT yeast gro inh | WT yeast gro inh mutant strain | b-catenin transl | b-catenin transl cell count 5 µM | Dynein cargo inh | Dynein cargo inh cytoplasmic EGFP | Dynein cargo inh nuclear GR-EGFP | Dynein cargo inh cell count | Lipid droplet | Lipid droplet cells 6.5 µM | Yfh1-depleted yeast | Insulin prom up | Insulin prom up cell count | NOD2 inhibition | Autophagy mod | Autophagy mod cell loss 18 h | MT stabilizer | MT stabilizer Hoechst-high % | MT stabilizer cytotoxicity %
COc1ccccc1NC(=O)CN1CCN(c2ccccc2F)CC1 | 1 | 10 | -1.8 | 1269 | -0.23 | -0.16 | 0.11 | 0.5 | / | / | i | -0.17 | 1612 | 20% | i | 10 | 3.3 | 1.9 | 8.4
COC(=O)c1[nH]c2cccc(C)c2c1NC(=O)CN1CCN(C(=O)c2ccco2)CC1 | -1 | -5 | -0.7 | 868 | -0.96 | 0.22 | -0.44 | 1.2 | / | / | i | 0.24 | 1105 | -8% | i | -3 | 1.3 | 2.3 | 8.1
